CHT inh = human CHT choline transport inhibition. Q9GZV3. CHT-expressing cells, membrane potential dye, choline response; hits give low values. B-score at 10 µM. 0.86% of 310,000 active;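 active = B-score over 3 SD under the library average, and starting fluorescence ratio not unusually high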;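 also: choline stimulus applied at its EC90 after an EC20 pre-addition; B-score computed on integrated fluorescence ratio after choline addition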
KCNQ2 block = KCNQ2 channel blockers in CHO-K1 cells – cell-based, FluxOR thallium flux, B-score, primary screen (AID 2156); B-score at 10 µM; 1.1% of 310,000 active; O88943; 20 min; hits give low values;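 active = fluorescence ratio B-score at most minus 3 library SDs, with starting brightness B-score within 2 library SDs, cut at about -5.5 in these data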
Target sequence (O88943 whole entry, looked up): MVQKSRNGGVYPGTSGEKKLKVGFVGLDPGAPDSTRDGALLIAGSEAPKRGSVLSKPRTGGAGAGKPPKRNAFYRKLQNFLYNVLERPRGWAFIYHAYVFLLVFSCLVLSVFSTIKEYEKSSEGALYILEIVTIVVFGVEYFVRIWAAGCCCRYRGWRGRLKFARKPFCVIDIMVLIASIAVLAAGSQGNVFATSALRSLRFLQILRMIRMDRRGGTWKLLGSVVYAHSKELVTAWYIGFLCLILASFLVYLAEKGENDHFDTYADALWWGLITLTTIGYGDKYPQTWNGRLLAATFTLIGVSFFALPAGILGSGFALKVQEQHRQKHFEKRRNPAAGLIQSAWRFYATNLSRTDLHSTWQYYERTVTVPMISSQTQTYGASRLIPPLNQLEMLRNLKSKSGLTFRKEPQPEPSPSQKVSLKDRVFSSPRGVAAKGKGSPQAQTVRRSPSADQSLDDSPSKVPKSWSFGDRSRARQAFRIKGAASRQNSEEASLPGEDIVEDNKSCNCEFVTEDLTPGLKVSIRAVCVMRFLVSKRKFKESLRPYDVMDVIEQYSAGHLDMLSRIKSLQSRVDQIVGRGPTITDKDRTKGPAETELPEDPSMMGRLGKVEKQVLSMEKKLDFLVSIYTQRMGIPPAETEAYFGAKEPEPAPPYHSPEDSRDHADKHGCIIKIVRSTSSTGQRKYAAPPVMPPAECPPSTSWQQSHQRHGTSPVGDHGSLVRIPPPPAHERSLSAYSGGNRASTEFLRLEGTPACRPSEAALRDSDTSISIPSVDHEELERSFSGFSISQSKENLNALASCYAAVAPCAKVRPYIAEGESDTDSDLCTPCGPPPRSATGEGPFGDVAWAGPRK
Numbers without * were called inactive; i = inactive; x = not tested or not shown.

SMILES	CHT inh	KCNQ2 block
COc1cc2c(cc1C=O)OC(C)C2 (stereo unspecified)	i	i
COc1ccc(CC(=O)N2CCN(c3ccccc3OC)CC2)cc1	i	i
O=C(CSc1nnc(CNC(=O)c2ccccc2)o1)Nc1ccc2c(c1)OCO2	i	i
Cc1ccc(N(CC(=O)NCc2ccccc2)C(=O)c2csnn2)c(C)c1	i	i
CC(=O)Nc1ccc(NC(=O)CSc2nc3ccccc3o2)cc1	i	i
CC(NC(=O)c1ccc(Br)cc1)c1ccc2c(c1)CCCC2 (stereo unspecified)	-9.7*	i
Cc1cc(C(=O)N(C)C2CCCCC2)no1	i	i
Cn1cccc1C(=O)NCc1ccc(S(N)(=O)=O)cc1	i	i
Cc1ccn2cc(CCNC(=O)COc3ccccc3)nc2c1	i	i
O=C(O)CS(=O)(=O)CC(=O)O	i	i
COc1ccc(CCN2C(=NC(=O)CC(C)C)SC3CS(=O)(=O)CC32)cc1OC (stereo unspecified)	i	i
CC#CCCCC(=O)Nc1cccc(C(=O)O)c1	i	i
O=C(NNC(=S)NC(=O)c1cccs1)c1ccc(O)cc1	i	i
O=C(NC(=S)NCC1CCCO1)c1ccc(Br)o1 (stereo unspecified)	i	i
CCCCCc1nc(N)c(C#N)c(-c2ccco2)c1CCCC	i	i
CCOc1cccc(NC(=O)C2CC(=O)NC(=Nc3ccccc3)S2)c1 (stereo unspecified)	i	i
CCCCCCN(C(=O)CCCCCN1C(=O)NC(c2ccc(-c3ccccc3)cc2)C(C(=O)OCc2ccccc2)=C1C)C(C(=O)NCCCC)c1ccc(-c2ccccc2)cc1 (stereo unspecified)	x	i
CCn1c2ccccc2c2cc(NC(=O)COc3ccc(OC)cc3)ccc21	i	i
CCOC(=O)CN(C(=O)COc1nc(C)cc(C)c1C#N)c1cccc(Cl)c1	i	i
Cc1c(Br)c([N+](=O)[O-])nn1CC(=O)Nc1ccccn1	i	i
COc1ccc(C)cc1S(=O)(=O)N(C)CC(=O)NCc1ccncc1	i	i
CCOC(=O)C1=NNC2(c3ccc(C)cc3)C(=O)N(c3ccccc3)C(=O)C12 (stereo unspecified)	i	i
CCN1CCN(C(=O)Cn2cnc3sc(C)c(S(=O)(=O)N4CCN(c5ncccn5)CC4)c3c2=O)CC1	i	i
O[C@@H]1CN(Cc2ccccc2Cl)CC[C@H]1N1CCOCC1	i	i
COc1ccc(C2C(C(=O)c3sc(C)nc3C)=C(O)C(=O)N2CCCn2ccnc2)cc1OC (stereo unspecified)	i	i

(list continues)
SMILES	CHT inh	KCNQ2 block
COc1ccc(C(=O)N2N=C(c3cccs3)CC2c2ccccc2O)cc1 (stereo unspecified)	i	i
C=CCNCCOc1ccc(C(C)(C)c2ccccc2)cc1	i	i
CCN(C(=O)COc1ccccc1)c1nnc(-c2cccnc2)s1	i	i
COc1ccc2nc(NC(=O)CSc3nnnn3C3CCCCC3)sc2c1	i	i
Cc1ccc(S(=O)(=O)N2CCC(C(=O)Nc3nnc(C)s3)CC2)cc1	i	i
Cc1nc2ccccc2n1CC(=O)c1ccccc1	i	i
CCOC(=O)c1cccc(NC(=O)CN(c2ccc(C)cc2)S(=O)(=O)c2c(C)n[nH]c2C)c1	i	i
O=C(NNC(=O)C1COc2ccccc2O1)c1cccc([N+](=O)[O-])c1 (stereo unspecified)	i	i
O=C(O)CCCC(=O)Nc1ccc(Oc2cccc(C(F)(F)F)c2)nc1	i	i
CC(C)(O)[C@H]1Cc2cc3ccc(=O)oc3cc2O1	i	i
CN(C)S(=O)(=O)c1cccc(NC(=O)COC(=O)C2(c3ccccc3F)CCCC2)c1	i	i
O=C(NC1CC2CCCC(C1)N2C(=S)Nc1ccccc1)C1CC1 (stereo unspecified)	i	i
Cc1cc(C)cc(C(=O)OCC(=O)NCCNC(=O)COC(=O)c2cc(C)cc(C)c2)c1	i	i
CCOC(=O)Cn1c(=O)oc2cc(S(=O)(=O)N(C)c3cccc(C)c3)ccc21	i	i
Cn1c(=O)c2c(ncn2CC(O)CNc2ccc(F)cc2)n(C)c1=O (stereo unspecified)	i	i
O=C(Oc1ccc(N(Cc2cccs2)C2=NS(=O)(=O)c3ccccc32)cc1)c1ccccc1Cl	i	i
CC(Cc1nnc(N)s1)c1ccccc1 (stereo unspecified)	i	i
O=C(CNC(=O)c1cccc(F)c1)N/N=C/c1cc(Br)ccc1OC(=O)/C=C/c1ccco1	x	i
OCCCNc1nc(-c2ccccc2)nc2c1oc1ccccc12	i	i
CS(=O)(=O)N(Cc1ccc(Cl)cc1)c1ccc(C(=O)N2CCN(c3ccccc3)CC2)cc1	i	i
CCN(CC)CCN(Cc1cc2ccc(C)cc2[nH]c1=O)C(=O)NC1CCCCC1	i	i
O=C1C(=O)N(CCCN2CCOCC2)C(c2ccc(Cl)cc2)/C1=C(\O)c1ccc2c(c1)OCCO2 (stereo unspecified)	i	i
Cc1nnc(SC(=O)N2c3ccccc3Sc3ccccc32)s1	i	i
O=C1c2ccsc2SCCN1Cc1ccc(Cl)cc1	i	i
Cc1ccc(CNC(=O)c2ccc(CS(=O)(=O)c3ccccc3)o2)cc1	i	i

The list goes on.
SMILES	CHT inh	KCNQ2 block
O=C1CCN(CCc2ccccc2)CCN1[C@H](CO)Cc1ccccc1	i	i
CCCOC(=O)c1ccc(NC(=O)c2cn(CC)c3nc(C)ccc3c2=O)cc1	x	i
CCc1ccc2c(c1)cc(CN(C(=S)Nc1ccccc1)C1CC1)c1nnnn12	i	i
O=S(=O)(c1ccc(N2CCOCC2)nc1)N(Cc1ccccn1)Cc1ccccn1	i	i
O=C(O)Cc1ccc(Nc2cnn(C34CC5CC(CC(CC(=O)O)(C5)C3)C4)c(=O)c2Cl)cc1	i	i
O=C1Nc2ccccc2N=C(c2ccccc2)c2ccccc21	i	i
CC1(C)CC(=O)C2=C(C1)C(c1cn(-c3ccccc3)nc1-c1ccccc1)C(C#N)=C(N)O2 (stereo unspecified)	i	i
O=C(c1cccc(F)c1F)N1CCCc2ccccc21	i	i
COc1ccc(OC)c(C(c2nnnn2C2CCCC2)N2CCc3ccccc3C2)c1 (stereo unspecified)	i	i
CN(Cc1nccs1)C(=O)C1CCC(=O)N(CCc2cccc(F)c2)C1 (stereo unspecified)	i	i
COc1ccc(C(=O)N/N=C(\C)CC(=O)Nc2ccc3ccccc3c2)c(OC)c1	i	i
Cc1cccnc1NC(=O)c1ccc2nc(N)sc2c1	i	i
Cc1cc(C)c2nc(N3CCCC3)c(C#N)cc2c1	i	i
CCC(c1c(C)n(C)n(-c2ccccc2)c1=O)c1c(C)n(C)n(-c2ccccc2)c1=O	i	i
Cc1cccc(NC(=O)NNC(=O)c2cc3ccccc3cc2O)c1C	i	i
COc1ccc(N2CCN(C(=O)COC(=O)CCOc3cc(C)ccc3C)CC2)cc1	i	i
CCOC(=O)c1ccc(-c2c(-c3ccc4c(c3)OCO4)noc2-c2ccsc2)cc1F	i	i
CN(CC(=O)OCC(=O)Nc1ccccc1)S(=O)(=O)c1ccc(Cl)cc1	i	i
NNC(=O)c1cc2c(ccc3ccccc32)o1	i	i
CCCS(=O)(=O)c1c(S(=O)(=O)CCC)c2c3ccccc3ccn2c1C(N)=O	i	i
O=C(NC1CCCCC1)C(c1ccc(O)cc1)N(C(=O)c1cnccn1)c1cccc(F)c1 (stereo unspecified)	i	i
Cc1sc2nc(CN(C(=O)c3cccs3)C3CCCC3)[nH]c(=O)c2c1C	i	i
Cc1ccc(S(=O)(=O)N2CCN(C(=O)c3ccccc3)CC2)cc1	i	i
COc1ccc(OC)c(NCc2nnc(-c3ccccc3)o2)c1	i	i
Cn1c(SCC(=O)Nc2ccc(Br)cn2)nnc1C1CC1	i	i

The listing continues:
SMILES	CHT inh	KCNQ2 block
O=C(Nc1cc2c3c(c1)C1CCCC1CN3CC1CCCC21)c1ccc([N+](=O)[O-])cc1 (stereo unspecified)	i	i
CC1(C)CC(=O)c2sc(NS(=O)(=O)c3cc(Cl)ccc3Cl)nc2C1	i	i
O=C(NC(=O)c1ccccc1)Nc1ccccc1O	i	i
COCCn1c(C)cc(C(=O)Cn2nc(C(=O)O)c3ccccc3c2=O)c1C	i	i
CC(NC(=O)c1nn(C)c(=O)c2ccccc12)c1ccccc1 (stereo unspecified)	i	i
CN1CCN(CC(=O)NC2CCCCC2)CC1	i	i
Nc1ccccc1N1C(=O)c2cccc3cccc(c23)C1=O	i	i
CC(=O)/C(C(=N)N1CCN(c2cccc(Cl)c2)CC1)=C(\C)O	i	i
Cc1c(Br)c([N+](=O)[O-])nn1CC(=O)N1CCN(Cc2ccccc2)CC1	i	i
NS(=O)(=O)c1ccc(S(=O)(=O)NCCc2ccccc2)cc1	i	i
Cn1c(=O)[nH]c(=O)c2c1nc(NCCc1ccccc1)n2CC(O)COc1ccccc1 (stereo unspecified)	i	i
CCn1c(C)nc2cc(C(=O)OC)ccc21	i	i
N#C/C(=C\c1cccc(Br)c1)C(=O)N1CCCCC1	i	-8.5*
COc1ccc(S(=O)(=O)Nc2cc3c4c(c2)CCN4C(=O)CC3)cc1C	i	i
COc1ccc(CNC(=O)NCCc2c[nH]c3ccccc23)cc1	i	i
Cc1nsc(N)c1C(=O)O	i	i
CCOCCCNC(=O)C1CCN(S(=O)(=O)N2CCCC2)CC1	i	i
CCOC(=O)Cc1cnc(NC(=O)CSc2nc3ncnc(N)c3[nH]2)s1	i	i
COc1ccc(N2CCN(C(CNC(=O)C3CCCCC3)c3cccnc3)CC2)cc1 (stereo unspecified)	i	i
CC1(C)c2[nH]c3ccccc3c2C[C@@H]2C(=O)N(Cc3ccccc3)C(=O)N21	-6.2*	i
CC(C)(C)C(=O)C1=C(O)C(=O)N(Cc2ccccc2)C1c1ccccc1F (stereo unspecified)	i	i
COC(CNC(=O)C1CC(=O)N(CCc2ccc(C)cc2)C1)OC (stereo unspecified)	i	i
COc1ccc(OC)c(NC(=O)c2cccnc2)c1	i	i
CC1CCCCC1NC(=O)C1CCN(S(=O)(=O)c2ccc(-n3cnnn3)cc2)CC1 (stereo unspecified)	i	i
COc1ccc(CNC(=O)c2cnc(C)cn2)c(OC)c1	i	i

Reprinted from the entries so far, 16 compounds:
SMILES	CHT inh	KCNQ2 block
NS(=O)(=O)c1ccc(S(=O)(=O)NCCc2ccccc2)cc1	i	i
Cn1c(=O)[nH]c(=O)c2c1nc(NCCc1ccccc1)n2CC(O)COc1ccccc1 (stereo unspecified)	i	i
CCn1c(C)nc2cc(C(=O)OC)ccc21	i	i
N#C/C(=C\c1cccc(Br)c1)C(=O)N1CCCCC1	i	-8.5*
COc1ccc(S(=O)(=O)Nc2cc3c4c(c2)CCN4C(=O)CC3)cc1C	i	i
COc1ccc(CNC(=O)NCCc2c[nH]c3ccccc23)cc1	i	i
Cc1nsc(N)c1C(=O)O	i	i
CCOCCCNC(=O)C1CCN(S(=O)(=O)N2CCCC2)CC1	i	i
CCOC(=O)Cc1cnc(NC(=O)CSc2nc3ncnc(N)c3[nH]2)s1	i	i
COc1ccc(N2CCN(C(CNC(=O)C3CCCCC3)c3cccnc3)CC2)cc1 (stereo unspecified)	i	i
CC1(C)c2[nH]c3ccccc3c2C[C@@H]2C(=O)N(Cc3ccccc3)C(=O)N21	-6.2*	i
CC(C)(C)C(=O)C1=C(O)C(=O)N(Cc2ccccc2)C1c1ccccc1F (stereo unspecified)	i	i
COC(CNC(=O)C1CC(=O)N(CCc2ccc(C)cc2)C1)OC (stereo unspecified)	i	i
COc1ccc(OC)c(NC(=O)c2cccnc2)c1	i	i
CC1CCCCC1NC(=O)C1CCN(S(=O)(=O)c2ccc(-n3cnnn3)cc2)CC1 (stereo unspecified)	i	i
COc1ccc(CNC(=O)c2cnc(C)cn2)c(OC)c1	i	i

(more compounds)
SMILES	CHT inh	KCNQ2 block
Cc1ccc(-c2cc(N)n(Cc3ccc(Cl)cc3)n2)cc1	i	i
CC(=O)N1c2ccccc2C(C)CC12CCCCC2 (stereo unspecified)	i	i
Cc1ccc(C(=O)NCCc2ccc(F)cc2)s1	i	i
Cc1ccc(C)n1CCN1CCN(S(=O)(=O)c2ccc(F)cc2F)CC1	i	i
CCCCn1c(SCC(N)=O)nc2c(sc3ccccc32)c1=O	i	i
O=C(c1ccc2c(c1)OCO2)N1CCN(c2ccc(Cl)cc2)CC1	i	i
CCOC(=O)c1sc(NS(=O)(=O)c2ccccc2)nc1C	i	i
CC1(C)N(O)CC(c2cccs2)=[N+]1[O-]	i	i
O=C(Nc1ccccc1C(=O)NCCCN1CCOCC1)c1ccc(F)cc1	-7.9*	i
CSC1=NC2(CCCCC2)CC12C=CC(=O)C=C2	i	i
NC(=O)C1CCN(CC(O)COCc2ccccc2Cl)CC1 (stereo unspecified)	i	i
CCOc1ncccc1C(=O)OCC(=O)Nc1ccc(C(N)=O)cc1	i	i
COc1ccc(CNC(=O)[C@@H]2CC=C[C@@H]3CCN(C4CC4)C(=O)[C@@H]32)cc1	i	i
O=C1CCC(=O)N(O)CCCCCNC(=O)CCC(=O)N(O)CCCCNC(=O)CCC(=O)N(O)CCCCCN1	i	i
Cc1cc2c(NC3CCCCC3)ncnc2s1	i	i
Cc1nn(-c2ccccc2)c(C)c1C(=O)NCc1cccs1	i	i
CC1CCCC(NC(=O)CCNC(=O)c2ccc(Cl)cc2)C1C (stereo unspecified)	i	i
CCCCc1nc(SCC(=O)N2CCCCC2)c2c(=O)n(C)c(=O)n(C)c2n1	i	i
Cc1c(C(=O)Nc2ccc(S(N)(=O)=O)cc2)oc2ccc(Cl)cc12	i	i
O=C(N/C(=C\c1ccc(O)cc1)C(=O)N1CCCCC1)c1ccccc1	i	i
COc1ccc(C(=O)CSc2nn3c(=O)c(C(C)(C)C)nnc3s2)cc1	i	i
CCCn1c(N)c(C(=O)CSc2nc3ccccc3n2CCC#N)c(=O)n(C)c1=O	i	i
COc1ccc(CN(Cc2cccn2C)S(=O)(=O)c2ccc(C)cc2)cc1	i	i
Cc1ccc(S(=O)(=O)Nc2nc(C)c(NC(=O)OCCCl)s2)cc1	i	i
CCOC(=O)/C(C#N)=C/C=C1/C=CC=CN1C	i	i
COC(=O)/C(=C\C(=O)c1ccc([N+](=O)[O-])cc1)Nc1ccc(OC)cc1	i	i
Nc1c(C=C2C=CC(=O)C=C2)c(=O)nc2snc(SCc3ccccc3)n12	i	i

Screening results as filed in PubChem.
